Screening data (PubChem BioAssay)
miR122 inh – blocks miR-122 activity in Huh7 sensor cells | Huh7 miR-122 Renilla luciferase sensor, 48 h; neutral wells = 0, positive control = 100 | activation (reporter increase), % at 12.5 µM | actives 0.3% (n = 340,000) | AID 602342;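 active means mean replicate activation score at least 90 and every replicate individually at or above 90; inconclusive means only one of the two criteria met; inactive means neither criterion met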;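 further: higher luciferase means less miR-122 activity so hits act as miR-122 inhibitors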
INS-1E GSIS act – primary screen for activators of insulin secretion dependent on glucose, INS-1E cells, GLuc reporter luminescence. INS-1E GLuc reporter insulin secretion, 2-3 h. actives 0.61% (n = 370,000). AID 743287. activation, % at 16.6 µM;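 active means lowest replicate activation of at least 40%, so every replicate reaches that level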;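 further: 0% = median of neutral control wells and 100% = median of IBMX positive control wells; some compounds called inactive have numbers as strong as hits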
PGC1a acetyl inh – lowers PGC1a acetylation signal in U2OS cells; AlphaScreen anti-acetyl-lysine; with virally co-expressed GCN5 acetyltransferase; inhibition, % at 15.6 µM; AID 651687; actives 0.17% (n = 350,000);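 active means every replicate shows inhibition of at least 40%; inconclusive means mean inhibition at least 40% but some replicate below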;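 further: 0% = neutral control wells and 100% = positive control wells; some results beyond the cut were filed as inactive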
* = called active by the depositor; u = inconclusive. Only part of the results is shown, so the mix of outcomes need not match the whole.

SMILES	miR122 inh	INS-1E GSIS act	PGC1a acetyl inh
O=c1cc(-c2ccccc2)nc(SCc2ccccc2)[nH]1	-7.1	78.9*	5.5
Cc1cc(NC(=O)CSc2nnc(C3CC3)n2Cc2ccccc2)no1	0.1	-12.8	9.5
CC1CCN(S(=O)(=O)c2cccc(-c3csc(-c4cccnc4)n3)c2)CC1	19.2	-34.7	-16.9
CNC(=O)C(=O)NCCc1ccc(Cl)cc1	0.0	15.6	-15.8
CCC(=O)Nc1nnc(Sc2ccc(N(C)C)cc2)s1	3.2	50.4*	1.4
O=C(CSCc1ccc(F)cc1)Nc1nc2c(s1)CCCC2	-1.6	-16.6	-2.9
COc1ccc(CNC(=O)c2ccc(NC(=O)CC3SC(N4CCCCC4)=NC3=O)cc2)cc1 (centres undefined)	2.2	-16.3	-12.7
CC(=O)c1c(C)[nH]c(C(=O)OCC(=O)NCCc2ccc(Cl)cc2)c1C	1.5	-28.4	-28.1
C[N+](C)(C)CCOC(=O)C1(c2ccccc2)CCCC1	2.7	4.1	12.0
O=C(CSc1nc2ccccc2[nH]1)c1ccc(Cl)s1	-0.6	-24.1	-10.0
CCOC(=O)c1c(NC(=O)COC(=O)Cn2c(C(F)(F)F)nc3ccccc32)sc(C)c1C	-1.8	-18.9	-6.9
CSc1ccc(C#N)cc1NC(=O)c1ccc(Cl)cc1Cl	4.5	6.9	-7.9
Cc1ccc(/C=C/C(=O)O)cc1S(=O)(=O)NCCCO	3.8	4.9	-9.9
CC1(C)CC(=O)C(C(=O)/C=C/NCCc2ccccc2)C(=O)C1	-0.2	-15.1	9.7
Cn1nnnc1SCC(=O)Nc1ccccc1C(=O)NC1CC1	0.4	-3.5	-2.9
C[N+](C)(C)C/C=C1/COCO1	-2.1	-1.4	14.2
Cc1cc(N2CCN(C)CC2)nc(=S)[nH]1	1.7	20.7	u
COCCNC(=O)CC(NS(=O)(=O)c1ccc(C)cc1)c1ccco1 (centres undefined)	1.5	-1.2	-5.9
CNC(=S)N/N=C/c1c(C)nn(-c2ccccc2)c1Cl	4.7	-1.5	30.5
Cc1ccc(S(=O)(=O)NCCSc2nnc(N)s2)cc1	24.1	9.9	-26.1

Reformatted: results already given.
| Structure | miR122 inh | INS-1E GSIS act | PGC1a acetyl inh |
| --- | --- | --- | --- |
| Cc1cc(NC(=O)CSc2nnc(C3CC3)n2Cc2ccccc2)no1 | 0.1 | -12.8 | 9.5 |
| CC1CCN(S(=O)(=O)c2cccc(-c3csc(-c4cccnc4)n3)c2)CC1 | 19.2 | -34.7 | -16.9 |
| CNC(=O)C(=O)NCCc1ccc(Cl)cc1 | 0.0 | 15.6 | -15.8 |
| CCC(=O)Nc1nnc(Sc2ccc(N(C)C)cc2)s1 | 3.2 | 50.4* | 1.4 |
| O=C(CSCc1ccc(F)cc1)Nc1nc2c(s1)CCCC2 | -1.6 | -16.6 | -2.9 |
| COc1ccc(CNC(=O)c2ccc(NC(=O)CC3SC(N4CCCCC4)=NC3=O)cc2)cc1 (centres undefined) | 2.2 | -16.3 | -12.7 |
| CC(=O)c1c(C)[nH]c(C(=O)OCC(=O)NCCc2ccc(Cl)cc2)c1C | 1.5 | -28.4 | -28.1 |
| C[N+](C)(C)CCOC(=O)C1(c2ccccc2)CCCC1 | 2.7 | 4.1 | 12.0 |
| O=C(CSc1nc2ccccc2[nH]1)c1ccc(Cl)s1 | -0.6 | -24.1 | -10.0 |
| CCOC(=O)c1c(NC(=O)COC(=O)Cn2c(C(F)(F)F)nc3ccccc32)sc(C)c1C | -1.8 | -18.9 | -6.9 |
| CSc1ccc(C#N)cc1NC(=O)c1ccc(Cl)cc1Cl | 4.5 | 6.9 | -7.9 |
| Cc1ccc(/C=C/C(=O)O)cc1S(=O)(=O)NCCCO | 3.8 | 4.9 | -9.9 |
| CC1(C)CC(=O)C(C(=O)/C=C/NCCc2ccccc2)C(=O)C1 | -0.2 | -15.1 | 9.7 |
| Cn1nnnc1SCC(=O)Nc1ccccc1C(=O)NC1CC1 | 0.4 | -3.5 | -2.9 |
| C[N+](C)(C)C/C=C1/COCO1 | -2.1 | -1.4 | 14.2 |
| Cc1cc(N2CCN(C)CC2)nc(=S)[nH]1 | 1.7 | 20.7 | u |
| COCCNC(=O)CC(NS(=O)(=O)c1ccc(C)cc1)c1ccco1 (centres undefined) | 1.5 | -1.2 | -5.9 |
| CNC(=S)N/N=C/c1c(C)nn(-c2ccccc2)c1Cl | 4.7 | -1.5 | 30.5 |

(list continues)
SMILES	miR122 inh	INS-1E GSIS act	PGC1a acetyl inh
O=C(CCNc1n[nH]c(=O)[nH]c1=O)N/N=C/c1ccc(Cl)cc1	-3.7	6.6	-12.2
COc1ccccc1N(CC(=O)NCCC1=CCCCC1)S(=O)(=O)c1ccccc1	-5.2	-46.6	-7.7
COc1ccc(Cl)c(S(=O)(=O)N2CCCC2)c1	7.2	38.2	3.0
C1=CN2CCC1C(c1ccccc1)C2 (centres undefined)	-4.2	-3.1	3.8
CCCOC(=O)c1ccc(OCC(O)CN2CCN(C(=O)c3ccccc3)CC2)cc1 (centres undefined)	0.1	0.2	-6.0
CC(/C=C/c1ccc(Cl)o1)=C\C(=O)O	0.8	4.1	24.4
O=C(Cn1nc(-c2ccc(F)cc2)ccc1=O)Nc1ccc(C(=O)NC2CC2)cc1	-5.8	-17.1	-14.1
Cc1ccc(-c2nn(-c3ccccc3)cc2CSC(=N)N)cc1	-8.9	0.3	-27.8
CC(=O)ON1C(C)(C)Cc2noc(N)c2C1(C)C	-7.9	-7.6	10.5
Cc1cc(C(=O)CSc2nc3ccccc3n2C)c(C)n1C	3.1	10.6	12.0
CCOC(=O)C1=C(c2ccccc2)OC(N)=C(C#N)C1C1CCCCC1 (centres undefined)	-6.1	-18.7	-3.2
CCCCOC(=O)C(NC(=O)c1ccccc1)=C(C)C	-6.1	19.2	-2.1
COc1ccc(C(=O)O/N=C(/C)c2cccs2)cc1	6.5	4.5	6.6
COc1ccccc1-c1ccc(C(=O)O)o1	-4.4	6.5	8.6
C=CCNC(=O)CC(=O)N/N=C/c1ccc(C(=O)OC)cc1	-0.8	3.7	6.3
Cc1cc(C)cc(Oc2nc(-c3ccccc3)cc(C)c2S(C)(=O)=O)c1	17.7	-20.8	11.6
COc1ccc(/C=C2\SC(=NCc3ccccc3)N(Cc3ccccc3)C2=O)cc1OC	-6.9	16.1	3.8
Cc1cccc(NC(=S)NN2CCOCC2)c1C	0.5	3.5	-4.5
CC(C)N1CC(O)=C(c2nc3ccccc3c(=O)[nH]2)C1=N	6.6	-2.2	23.8
Cc1c(C=NCCOCc2ccccc2)cnn1C	-0.6	13.0	-1.2
CN1CCc2c(sc3nc(SCC(=O)N4CCOCC4)nc(N)c23)C1	-5.0	-1.0	4.6
CC(Sc1nnc2ccccn12)C(=O)N1CCc2ccccc2C1 (centres undefined)	3.3	1.3	24.1
Cc1cccc(Oc2nc(-c3ccccc3)cc(C)c2S(C)(=O)=O)c1C	-3.7	-15.5	-4.8
Cc1cccc(OCCCC(=O)NC(C)c2ccccc2)c1 (centres undefined)	-4.8	-14.5	1.0
O=C(O)C1CCCCC1C(=O)Nc1ccccc1Nc1ccccc1 (centres undefined)	1.4	6.2	9.2
Cc1ccc(C)c(OCc2nnc(N)s2)c1	-4.2	4.0	-24.1
Cc1ccccc1N(C(=O)CCC(=O)Nc1ccccn1)C(C(=O)NC(C)C)c1ccc(O)cc1 (centres undefined)	8.2	-3.5	8.9
Cc1ccn(Cc2n[nH]c(=S)n2Cc2ccccc2)n1	-1.1	13.7	1.0
Cc1onc(-c2ccccc2)c1C(=O)NCCc1ccc(Cl)cc1	0.9	-27.2	-0.7
CCCS(=O)(=O)NCCc1cc2c(OC)ccc(OC)c2[nH]c1=O	-6.9	-2.9	-10.2
Cn1c(SCC(=O)NC(=O)NCc2ccco2)nnc1-c1ccccc1	0.5	-1.3	3.7
O=C(O)CCc1nc(-c2ccc(Cl)cc2)no1	0.4	2.6	-11.2
O=C(CSc1nnc(CN2CCOCC2)n1-c1ccc(Cl)cc1)N1CCc2ccccc21	-0.4	1.2	9.8
O=C(Nc1nccc(-c2cccs2)n1)c1cccs1	5.1	13.8	1.5
O=C(CN1C(=O)C2CC=CCC2C1=O)NCc1ccc2c(c1)OCO2 (centres undefined)	-11.2	21.6	-20.0
COc1ccc(C(=O)Oc2cc(/C=N/NS(=O)(=O)c3ccc(C)cc3)ccc2OC)cc1	9.9	1.2	-1.1
O=C(Nc1ccc(Cl)c(Cl)c1)OCc1cncs1	-6.0	-26.6	-12.5
Cc1ccc(C(C)C)c(OCC(=O)Nc2ccc3c(c2)nc(CN2CCCC2)n3C)c1	1.3	-20.7	2.5
COC(=O)C1=C(N)Oc2cc(C)n(Cc3cccnc3)c(=O)c2C1c1ccc(OC)c(OC)c1 (centres undefined)	-3.2	18.9	26.5
O=C(O)Cn1nc(-c2ccccc2)oc1=O	-3.9	6.9	-2.2
CC1(C)CC(=O)C2=C(C1)N(c1ccccc1)C(N)=C(C#N)C2c1ccsc1 (centres undefined)	-8.8	-12.7	3.4
N#C/C(=N\Nc1ccccc1)C(=N)N1CCCCC1	6.2	-20.3	0.5
COC(=O)c1ccc(-n2cnc(Cl)n2)c(F)c1	-7.3	8.3	11.7
CCNc1nc(NCC)nc(Oc2ccc(N)cc2)n1	-4.5	28.2	-6.1
O=C(Nc1ccccc1SCC1CSc2nc3ccccc3c(=O)n21)c1ccccc1Cl (centres undefined)	4.1	-10.9	-8.1
COC(=O)c1ccc(/C=N/N2CCN(Cc3ccccc3)CC2)cc1	0.3	-10.6	2.2
CCC(=O)NC(=S)Nc1ccc(-c2nc3ccccc3s2)cc1	-1.1	9.1	-2.5
CC(Sc1n[nH]c(N)n1)c1nc2scc(-c3cccs3)c2c(=O)[nH]1 (centres undefined)	-7.2	10.1	-1.6
CCN(CC)CCCNc1oc(-c2cccc(Cl)c2)nc1C#N	7.7	7.1	-3.5
CS(=O)(=O)N(CC(=O)NCc1ccco1)Cc1ccc(Cl)cc1	5.5	8.3	7.5
(more compounds)
SMILES	miR122 inh	INS-1E GSIS act	PGC1a acetyl inh
COc1ccc(C(c2nnnn2CCc2ccccc2)N2CCN(C)CC2)cc1OC (centres undefined)	3.7	14.1	-7.4
CCCCSc1nc2ccccc2n1CC(=O)O	-2.9	14.3	6.2
Cc1ccc(NC(=O)CN(C)S(=O)(=O)c2cccc3nsnc23)cc1	-3.3	3.8	-3.0
Cc1ccc(C(CC(=O)O)Nc2nc(N3CCCCC3)nc(N3CCCCC3)n2)cc1 (centres undefined)	-2.1	-2.4	7.7
COc1cc2c(=O)n(CC3CCCO3)c(=O)n(CC(=O)Nc3cccc(Cl)c3)c2cc1OC (centres undefined)	1.1	-17.3	13.0
Nc1nc(Cl)cc(Sc2ccc(F)cc2)n1	-7.7	24.9	9.2
COc1cccc2cc(C(=O)C3=C(O)C(=O)N(CCN4CCOCC4)C3c3cccs3)oc12 (centres undefined)	-2.6	1.8	-3.2
CC1CCCCC1NC(=O)CN(C)S(=O)(=O)c1cccc2nsnc12 (centres undefined)	5.0	5.9	30.6
Cc1nnc2c(Oc3ccccc3)nc3ccccc3n12	6.5	1.3	0.8
COc1ccc(-c2nn(CC(=O)Nc3ccc(Cl)c(Cl)c3)c(=O)c3ccccc23)cc1	1.8	-1.2	3.5
Cc1c(/C(O)=C2/C(=O)C(=O)N(Cc3cccnc3)C2c2ccccn2)cnn1-c1ccccc1 (centres undefined)	0.3	-10.2	19.8
CCn1c(SCC(=O)NC2CCCCC2)nc2c(c1=O)SC(C)C2 (centres undefined)	-0.1	-17.0	14.3
CCn1cc(C(=O)O)c(=O)c2cc(F)c(N3CCN(C(=O)Nc4ccccc4)CC3)cc21	-2.6	0.2	4.6
COc1ccc(C(=O)NC2CCCCCC2)cc1S(=O)(=O)Nc1ccc(Br)cc1	72.1	2.8	-34.0
COc1ccc(/C=N/n2c(-c3cccs3)n[nH]c2=S)cc1	-1.2	44.9	-16.3
CC1CN(c2oc(-c3cccs3)nc2C#N)CC(C)O1 (centres undefined)	-0.9	12.7	u
Cc1ccc(OC(=O)c2cc3ccccc3o2)cc1	-0.9	-7.9	-7.1
COc1ccc(N2CCN(C(=O)CNC(=O)c3ccc(C(C)(C)C)cc3)CC2)cc1	-2.2	7.4	-16.8
COc1ccc(CC(=O)NCc2ccc3c(c2)OCO3)cc1	-4.8	12.6	-5.1
Cc1cc(-c2ccc(F)cc2)nc2cc(C(N)=O)nn12	0.4	30.9	19.0
O=C(NNC(=O)c1cc(OCC(F)(F)F)ccc1OCC(F)(F)F)c1ccc(Cl)c(Cl)c1	22.3	-34.5	-25.7
CN1CCN(C(=O)c2cn(-c3ccccc3)nc2-c2cccnc2)CC1	-0.7	4.9	-8.6
C/C(=N\Nc1ccc(Cl)cc1)c1c(O)cc(C)oc1=O	6.6	-10.4	23.9
COc1cnc(-c2ccccn2)nc1Oc1c(C)cccc1C	-5.6	-7.9	4.4
N#CCC(=N)N1CCN(c2ccccc2)CC1	-4.8	-6.7	1.3
COC(=O)c1cc(OC)c(OC)cc1NC(=O)Nc1ccc(OC)cc1	-2.3	7.7	1.6

Profiles as entered above:
Listed for CN1CCN(C(=O)c2cn(-c3ccccc3)nc2-c2cccnc2)CC1 : miR122 inh: -0.7; INS-1E GSIS act: 4.9; PGC1a acetyl inh: -8.6
Listed for O=C(NNC(=O)c1cc(OCC(F)(F)F)ccc1OCC(F)(F)F)c1ccc(Cl)c(Cl)c1 : miR122 inh: 22.3; INS-1E GSIS act: -34.5; PGC1a acetyl inh: -25.7
